SDO1 yeast rescue – sdo1-depleted yeast growth rescue. S. cerevisiae sdo1-depleted JHY4D growth rescue, OD600 30 h; stronger effect = higher value; pdr5 snq2 efflux-pump mutant strain. z-score at 10 µM. hit rate 0.21% among 140,000. AID 817;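 active means z-score above 3 at both the 24 hr and the 30 hr optical density reads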;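 further: z-score against mean and SD of all compound wells on the same plate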
Insulin prom inh – TRM-6 insulin promoter activity inhibition; TRM-6 cells (human fetal islet line), insulin promoter-eGFP reporter, imaging; reporter expression induced with tamoxifen; inhibition, % at 2 µM; hit rate 0.9% among 130,000;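 active means inhibition above the mean plus 3 SD, with well images judged a real hit on visual review, cut at about 60% in these data, passing the limit was not always enough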
SDO1 yeast rescue Rescue 24 h – further read-out of SDO1 yeast rescue, marked with its call; z-score; S. cerevisiae sdo1-depleted JHY4D growth rescue, OD600; measured here: growth rescue at 24 h;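 0 is the plate mean of compound wells and units are plate SD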
An asterisk follows results filed as active; . = not tested or not shown. Not all compounds are listed; rates above refer to the full screens.

1) Cc1ccc(S(=O)(=O)N(C)Cc2ccc(C(=O)N/N=C3\CC(=O)CC(C)(C)C3)cc2)cc1
2) Cc1cccc(NC(=O)c2sc3nc4c(c(-c5cccs5)c3c2N)CN(C)CC4)c1
3) O=C(Nc1nc(=S)ss1)c1c(F)cccc1F
4) O=C(O)c1cccc(S(=O)(=O)Nc2ccc3oc(=O)sc3c2)c1
5) CC(C)CNC(=O)COC(=O)c1ccc(F)cc1Cl
6) COc1ccc(CCn2c(-c3ccc(Cl)cc3)n[nH]c2=S)cc1OC
7) O=C(CCNc1ccc(F)cc1)c1cc2ccccc2o1
8) CC1=C(C(=O)OCC2CCCO2)C(c2cccc(C(F)(F)F)c2)C2=C(CC(c3ccco3)CC2=O)N1 (stereo not given)

Screen / compound no.,1,2,3,4,5,6,7,8
SDO1 yeast rescue Rescue 24 h,0.14,-0.06,-0.69,1.3,.,.,.,1.7
Insulin prom inh,21,-133,23,55,58,-46,8,.
SDO1 yeast rescue,0.13,-0.17,-0.02,2.4,.,.,.,0.55

9) COc1ccccc1NS(=O)(=O)c1cccc(C(=O)NN=C2CCCCCC2)c1
10) Cc1ccc(-c2csc3ncnc(N4CCc5ccccc5C4)c23)cc1
11) COC(=O)CCC(=O)NNC(=O)CCCOc1ccc(Cl)cc1Cl
12) COC(=O)Cc1cc(=O)[nH]c(Nc2nc3ccccc3o2)n1
13) Cc1cc(NC(=O)CSc2nnc3c(C)cc4c(C)ccc(C)c4n23)no1
14) COc1ccc(NC(=O)c2ccc(Cl)c(S(=O)(=O)N3CCc4ccccc4C3)c2)cn1
15) CCc1ccc(OCC(=O)NCc2ccco2)c(Br)c1
16) CC(C)C(C(=O)O)N1C(=O)/C(=C/c2cccn2C)SC1=S (stereo not given)

Screen / compound no.,9,10,11,12,13,14,15,16
SDO1 yeast rescue Rescue 24 h,0.53,-0.55,0.47,0.13,-0.03,-0.81,-0.95,-0.53
Insulin prom inh,13,.,-24,36,58,0,0,20
SDO1 yeast rescue,0.72,-1,1,-0.33,-0.04,-1.7,-1.2,-0.3

17) COCCNC(=O)CN1CCN(Cc2cccc(Cl)c2)C1=O
18) CCOC(=O)C(=O)c1cn(C2OCC(OC(C)=O)C(OC(C)=O)C2OC(C)=O)c2ccccc12 (stereo not given)
19) Cc1c(Cl)cccc1NC(=S)N1CCCN(Cc2ccccc2F)C1
20) O=C(Nc1cccc(F)c1)c1ccco1
21) CC1(C)OC(=O)C(=CNC(CO)C(=O)O)C(=O)O1 (stereo not given)
22) COc1ccc(Cc2noc(-c3ccc(C)cc3)n2)cc1
23) COC1(OC)N=C(N)C2(C#N)C(c3ccc(F)cc3)C12C#N (stereo not given)
24) COc1ccc(N2C(=O)CC(N3CCN(Cc4ccc5c(c4)OCO5)CC3)C2=O)cc1 (stereo not given)

Screen / compound no.,17,18,19,20,21,22,23,24
SDO1 yeast rescue Rescue 24 h,4.2,-0.47,.,.,.,-1.2,0.86,.
Insulin prom inh,.,.,-56,0,9,.,-185,0
SDO1 yeast rescue,1.1,0.1,.,.,.,-0.53,0.88,.

25) CCn1c(SC)nnc1C1CCN(S(=O)(=O)c2ccc(OC)cc2)CC1
26) COc1ccc(C)c2sc(N(CCCN(C)C)C(=O)c3ccc(S(=O)(=O)N(C)C)cc3)nc12
27) O=C(Nc1nnc(Cc2ccccc2)s1)c1ccco1
28) CCCCn1c(C)nc2c(=O)n(C)c(=O)[nH]c21
29) CC1(C)N=C(SCC(=O)Nc2ccc(Cl)cc2)C(c2ccc(Cl)cc2)=N1
30) O=C(COC(=O)CCc1c[nH]c(=O)[nH]1)Nc1ccccc1Cl
31) O=S(=O)(c1ccc(F)cc1)N1CCn2c(nc3ccccc32)C1
32) CCCN1CN(Cc2ccccc2)CC2=C1CC(C)(C)CC2=O

Screen / compound no.,25,26,27,28,29,30,31,32
SDO1 yeast rescue Rescue 24 h,0.58,.,-1.2,3.2,-1.5,-0.02,-0.59,0.32
Insulin prom inh,7,-25,-4,73*,.,-62,.,.
SDO1 yeast rescue,1.5,.,-1.5,2.4,-2.3,0.15,-0.48,-0.24

33) CC(C)C(=O)NC(C)C(c1cccs1)N1CCN(C)CC1 (stereo not given)
34) CCCn1c(C)cc(-c2csc(N)n2)c1C
35) O=C(Nc1ccc(Cl)cc1)Nc1cccc(C(=O)O)c1
36) Cc1ccc(-c2n[nH]c(=O)c3ccccc23)cc1S(=O)(=O)Nc1ccccc1
37) O=C1CCCC(O)=C1C1C2=C(CCCC2=O)OC2=C1C(=O)CCC2
38) Cc1oc2c(CN3CCCC3)c(O)ccc2c(=O)c1Oc1ccccc1Br
39) O=C(NNc1ccc(Cl)nn1)c1ccc(Cl)cc1
40) Clc1ccccc1CSc1nnc(-c2cccnc2)n1Cc1ccco1

Screen / compound no.,33,34,35,36,37,38,39,40
SDO1 yeast rescue Rescue 24 h,-0.47,0.9,.,-0.63,.,0.2,1.1,-1.2
Insulin prom inh,0,7,33,47,-10,.,.,0
SDO1 yeast rescue,-0.34,0.65,.,-0.16,.,0.23,0.85,-0.75

41) COc1ccc(-c2nc(CSCC(=O)N3CCN(C)CC3)c(C)o2)cc1OC
42) COC(=O)c1sccc1NC(=O)c1ccc(C)o1
43) CCOC(=O)C1=C(C)NC(=O)NC1c1ccc(NC(C)=O)cc1 (stereo not given)
44) Cc1nc2cc(NC(=O)COc3ccccc3C#N)ccc2n1-c1ccccc1
45) CCCCCCCCCOC1OC(CO)C(O)C(O)C1NC(C)=O (stereo not given)
46) CCOC(=O)C1CCN(C(=O)/C(C)=C\c2ccccc2)CC1
47) CC1(C)NC(=O)N(CCCCOc2cccc(C(F)(F)F)c2)C1=O
48) Cc1cc2nnn(-c3nnc(-c4ccccc4)c4ccccc34)c2cc1C

Screen / compound no.,41,42,43,44,45,46,47,48
SDO1 yeast rescue Rescue 24 h,1.1,-0.07,1.3,0.17,-0.31,.,0.58,-0.06
Insulin prom inh,.,-8,12,-65,55,-24,22,29
SDO1 yeast rescue,0.98,0.06,1.3,-0.51,-0.12,.,0.5,-1.4

Entries of single compounds from above. Screens in order: SDO1 yeast rescue Rescue 24 h	Insulin prom inh	SDO1 yeast rescue
CCOC(=O)C1=C(C)NC(=O)NC1c1ccc(NC(C)=O)cc1 (stereo not given) in the list: 1.3	12	1.3
Cc1cc2nnn(-c3nnc(-c4ccccc4)c4ccccc34)c2cc1C in the list: -0.06	29	-1.4

The list goes on:
49) CC(C)(C)C(=O)Cn1nc(Cl)nc1Cl
50) N#CC(C(=O)C1CCCCC1)c1nc2ccccc2[nH]1 (stereo not given)
51) O=S(=O)(c1ccccc1C(F)(F)F)N1CCC(n2cnc3ccccc32)CC1
52) O=C(/C=C/c1ccccc1Cl)NC(=S)Nc1ccccc1C(=O)NC1CCCCC1
53) O=C(C#Cc1cccc([N+](=O)[O-])c1)c1ccccc1
54) COc1ccc(N(CC(=O)N2CCCCC2)S(=O)(=O)c2c(C)nn(C)c2C)cc1
55) C=C(C)C1Cc2c(C)nn(-c3cccc4ccccc34)c2C1 (stereo not given)
56) CC(C)C1CC(c2csc(N)n2)CCO1 (stereo not given)
57) CC1CCC2(CC1)NC(CO)(CO)CO2 (stereo not given)
58) O=c1[nH]c(CN2CCN(c3ccc(F)cc3)CC2)nc2ccccc12

Screen / compound no.,49,50,51,52,53,54,55,56,57,58
SDO1 yeast rescue Rescue 24 h,.,3.1*,-1.5,2,-1.1,1.9,-1.1,0.6,2.4,0.02
Insulin prom inh,28,-190,10,.,-267,.,26,.,-40,-29
SDO1 yeast rescue,.,8.8*,-1.3,-0.26,-2.2,1.1,-2.4,-0.07,1.7,0.52

Among those listed so far, 13 contain four or more nitrogen atoms.
2) Cc1cccc(NC(=O)c2sc3nc4c(c(-c5cccs5)c3c2N)CN(C)CC4)c1
12) COC(=O)Cc1cc(=O)[nH]c(Nc2nc3ccccc3o2)n1
13) Cc1cc(NC(=O)CSc2nnc3c(C)cc4c(C)ccc(C)c4n23)no1
23) COC1(OC)N=C(N)C2(C#N)C(c3ccc(F)cc3)C12C#N (stereo not given)
25) CCn1c(SC)nnc1C1CCN(S(=O)(=O)c2ccc(OC)cc2)CC1
26) COc1ccc(C)c2sc(N(CCCN(C)C)C(=O)c3ccc(S(=O)(=O)N(C)C)cc3)nc12
28) CCCCn1c(C)nc2c(=O)n(C)c(=O)[nH]c21
39) O=C(NNc1ccc(Cl)nn1)c1ccc(Cl)cc1
40) Clc1ccccc1CSc1nnc(-c2cccnc2)n1Cc1ccco1
44) Cc1nc2cc(NC(=O)COc3ccccc3C#N)ccc2n1-c1ccccc1

Screen / compound no.,2,12,13,23,25,26,28,39,40,44
SDO1 yeast rescue Rescue 24 h,-0.06,0.13,-0.03,0.86,0.58,.,3.2,1.1,-1.2,0.17
Insulin prom inh,-133,36,58,-185,7,-25,73*,.,0,-65
SDO1 yeast rescue,-0.17,-0.33,-0.04,0.88,1.5,.,2.4,0.85,-0.75,-0.51

48) Cc1cc2nnn(-c3nnc(-c4ccccc4)c4ccccc34)c2cc1C
54) COc1ccc(N(CC(=O)N2CCCCC2)S(=O)(=O)c2c(C)nn(C)c2C)cc1
58) O=c1[nH]c(CN2CCN(c3ccc(F)cc3)CC2)nc2ccccc12

Screen / compound no.,48,54,58
SDO1 yeast rescue Rescue 24 h,-0.06,1.9,0.02
Insulin prom inh,29,.,-29
SDO1 yeast rescue,-1.4,1.1,0.52

Assay outcomes (PubChem)
